# Assay outcomes: PubChem BioAssay, National Center for Advancing Translational Sciences (NCATS)
# Abeta rescue: restores growth of yeast expressing A-beta42 peptide; Potency, µM (doses to about 46.1 µM), for inactives: at the highest dose growth rescue, usual class: activators; yeast expressing A-beta42, growth rescue, OD600, 48 h; response scale: 0% DMSO, 100% iron-clioquinol control; actives 0.063% (n = 410,000); further: potency means the concentration at half of the fitted maximal effect; nearly all actives have a fitted effect of over 55% in size
#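 Growth rescue measured by 600 nm absorbance after 48 h yeast culture at 30 C with compound. Values normalized between DMSO and an equimolar ferric chloride plus clioquinol control.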
# Nrf2 block: Nrf2 pathway inhibition; A549 ARE-Fluc reporter, luciferase luminescence, 18-24 h; Potency, µM (titrated, usually from 46 µM), without a hit: at the top dose activity change, negative = inhibition, usual class: inhibitors; actives 2.1% (n = 360,000); further: potency means the concentration at half of the fitted maximal effect; on the % scale 0 is the no-effect control and ±100 the full control effect; nearly all actives have a fitted effect of over 60% in size
#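 Two sequential reads on A549 ARE_Fluc cells exposed to compound for 18-24 h: a CellTiter-Fluor fluorescence read for viability, then a luciferase luminescence read for Nrf2/ARE activity.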
# CCT modulator: modulators of cytosolic chaperonin (CCT/TRiC) activity | purified chaperonin ATPase assay, HTRF ADP detection, 30 min | activity change, % (test concentration not listed), hits read low | actives 0.3% (n = 360,000); in the data active means activity change below about -30%; further: on the % scale 0 is the no-effect control and ±100 the full control effect
#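 ATPase activity: ADP formed was measured by HTRF Transcreener (665/615 nm ratio) after 30 min at 37 deg C with 10 uM ATP. Compounds screened at one 76 uM concentration against 40 or 20 nM TRiC in Tris pH 7.4/KCl/MgCl2/DTT buffer.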
# Akt phos inh: blocks phosphorylation of Akt. activity change, % for hits at 50 µM. Neuro2A IGF-stimulated pAkt S473 HTRF, 20 min; hits give low values. actives 0.32% (n = 360,000); in the data active means activity change below about -80%; inconclusive means mostly about -51% to -80%; further: on the % scale 0 is the no-effect control and ±100 the full control effect
#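 Single-point screen (50 µM final compound) in Neuro2A cells stimulated 20 min with 6 nM IGF at 37 deg C. After lysis, Ser473-phosphorylated Akt read by HTRF (ex 330 nm, em 615/665 nm) as the 665/615 ratio.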
# TGFb inhibitor: TGF-b pathway inhibition; AID 588855; Potency, µM (series often up to 46.1 µM), inactives show top-dose activity, negative = inhibition, most hits filed as inhibitors; actives 1.2% (n = 410,000); HepG2 CAGA-GFP TGF-b/SMAD3 reporter, GFP fluorescence, 18 h; TGF-beta stimulated, 500 pg/mL final; further: potency means the concentration at half of the fitted maximal effect; on the % scale 0 is the no-effect control and ±100 the full control effect; nearly all actives have a fitted effect of over 65% in size
#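 GFP signal (ex488/em500-530) from TGF-beta-stimulated HEPG2 CAGA-GFP cells, 500 pg/mL final, 18 h at 37 degrees C in DMEM plus 1% FBS, normalized to unstimulated and DMSO-stimulated controls.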
# MmCpn inh: M. maripaludis TRiC chaperonin inhibition | Potency, µM (highest dose often 76.9 µM), for the others: top-dose activity, negative = inhibition, usual class: inhibitors | AID 504842 | actives 0.031% (n = 330,000) | purified Mm-Cpn ATPase, ADP Transcreener TR-FRET; further: potency means the concentration at half of the fitted maximal effect; on the % scale 0 is the no-effect control and ±100 the full control effect; nearly all actives have a fitted effect of over 80% in size
#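 ATPase turnover read by TR-FRET ADP competition (Eu cryptate antibody/ADP-d2, 665/590 nm): 10uM ATP final, 25nM Mm-CPN final, 30 min 37degC after 10-min compound preincubation, pH 7.4 Tris/KCl/MgCl2/DTT buffer.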
# A549 viability: counter-screen for Nrf2 inhibitors: cytotoxicity in A549 cells | A549 ARE-Fluc cells, CellTiter-Fluor viability, 18-24 h | Potency, µM (titrated, usually from 46 µM), for the others: top-dose activity change, negative = cytotoxicity, usual class: inhibitors | actives 0.16% (n = 390,000) | AID 504648; further: potency means the concentration at half of the fitted maximal effect; on the % scale 0 is the no-effect control and ±100 the full control effect
#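 A549 ARE-Fluc cells in 5% FBS OPTI-MEM, 5000 cells/well, rested 2 h then exposed to compounds in concentration-response for 18-24 h at 37 °C. Viability by CellTiter-Fluor fluorescence (Ex 405/Em 525) after 30 min; luciferase luminescence (BugLite, 15 min, RT) read afterwards.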
# HepG2 tox: HepG2 cytotoxicity, counter-screen for TGF-b inhibitors; HepG2 CAGA-GFP viability, ATP luminescence, 18 h; Potency, µM (top dose mostly 46.1 µM), for inactives: top-dose activity change, negative = cytotoxicity, hits mostly cytotoxic; actives 0.76% (n = 410,000); AID 588856; further: potency means the concentration at half of the fitted maximal effect; some results filed as inactive show a strong effect at the top dose
#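 HepG2 CAGA-GFP cells (1000/well, DMEM with 1% FBS) received compound, then TGF-beta at 500 pg/mL final, and were incubated 18 hours at 37 degrees C. Viability was read by CellTiter-Glo luminescence. Media-only wells were set as complete cell-killing and DMSO as no toxicity.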
# Nrf2 activator: activators of Nrf2 (ARE) signaling | AREc32 ARE-luciferase reporter (MCF7-derived line), luminescence, 24 h | Potency, µM (series often up to 46.1 µM), for inactives: at the highest dose activation, most hits filed as activators | actives 0.31% (n = 410,000) | AID 624171; further: potency means the concentration at half of the fitted maximal effect; % of control where 0% means no effect; nearly all actives have a fitted effect of over 65% in size
#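 Steps: seed AREc32_Fluc cells (1000/well, 5% FBS OPTI-MEM); incubate overnight at 37 deg C; add 23 nL compound; incubate 24 hr; add Steady-Glo; hold 30 min RT; read luminescence.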
# * hit, by the source's call; i = inactive; ? = inconclusive; . = no result given; [ ] = another dose, or the depositor's remark. Unless noted, the call rests on the fitted dose curve; in most records, active means well fitted curve in the direction sought with a large enough effect; inconclusive means small, poorly fitted or top-dose-only effect, or another doubt; inactive means no such curve, though single readings can be large; an effect the other way counts as inactive or inconclusive.
SMILES,Abeta rescue,Nrf2 block,CCT modulator,Akt phos inh,TGFb inhibitor,MmCpn inh,A549 viability,HepG2 tox,Nrf2 activator
NC(N)=Nc1ccc(N=C(N)N)cc1,2%,-25%,-1.6,i,5%,3%,-13%,12%,0.1%
O=C(Cc1ccc(Cl)cc1)NC1CC(=O)N(c2ccc3c(c2)OCCO3)C1 (stereo not given),-6%,.,.,.,-21%,.,3%,-3%,0.3%
CCn1cc(C(=O)N[C@@H](C)C(=O)NCCCn2ccnc2)c(=O)c2cc3c(cc21)OCO3,-10%,11%,1.0,i,12%,-11%,0%,2%,-0.8%
COc1ccc(OC)c(NC(=O)CCNC(=O)c2ccco2)c1,-1%,23%,-0.1,i,-10%,-1%,2%,-4%,0.4%
O=C(CN(c1cccc(Br)c1)S(=O)(=O)c1ccccc1)N/N=C/c1cc([N+](=O)[O-])ccc1O,-4%,6%,0.6,i,?,.,-3%,-47%,-0.6%
Cc1ccc(NC(=O)C2CCN(C(=O)NCc3ccccc3)CC2)cc1C,6%,-15%,0.8,i,18%,0%,0%,13%,-0.5%
CCOc1ccc(S(=O)(=O)N2CCC(C(=O)NCCc3ccccc3)CC2)cc1,-14%,-13%,0.0,i,-13%,-2%,-3%,-20%,-1.1%
O=[N+]([O-])c1c(O)c(Cl)cc(Cl)c1Cl (tested in a mixture with another compound),-28%,?,-1.2,i,-5%,.,-6%,-3%,-0.1%
COc1cccc(C(=O)CC(=O)C(=O)Nc2cc(Cl)c(OC)cc2OC)c1,9%,12%,-1.7,i,-8%,-1%,10%,0%,3.3%
COc1ccc(-c2oc(=O)c3cc(OC)c(OC)cc3c2C#CC2(O)CCCCC2)cc1,-9%,3%,1.3,i,-19%,0%,-1%,-7%,0.9%
CCCCNC(=O)C[C@@H]1C[C@@]2(C(=O)OCC)CCC=C2N(Cc2ccccc2)C1=O,2%,.,0.6,i,.,.,.,.,-0.9%
CC1CCc2c(sc3nc(CN4CCN(S(=O)(=O)c5ccccc5[N+](=O)[O-])CC4)[nH]c(=O)c23)C1 (stereo not given),-3%,?,0.1,i,?,-19%,-1%,-4%,0.1%
COc1ccc(N2CC(C(=O)N/N=C/c3cccs3)CC2=O)cc1 (stereo not given),-8%,-9%,0.4,i,13%,2%,-1%,6%,0.3%
CC(C)OCC1CC(CC(=O)NC(=S)Nc2cccc([N+](=O)[O-])c2)C(=O)O1 (stereo not given),-5%,-5%,1.5,i,?,1%,?,-18%,10%
CCCCN1C(=O)C(O)(CC(=O)c2ccc(CC)cc2)c2cc(Br)ccc21 (stereo not given),27%,?,.,.,?,.,?,-108%,-4.5%
CC(C)CCNC(=O)Cn1c(NCCC(C)C)nc2c1c(=O)n(C)c(=O)n2C,-9%,-3%,-2.6,i,-8%,.,1%,5%,-1.6%
CCc1cc(=O)[nH]c(SCc2nc(-c3ccccc3)no2)n1,-11%,.,.,.,?,.,0%,-20%,0.0%
CN(C)S(=O)(=O)N1CCN(C(=O)c2cccc(Br)c2)CC1,0%,1%,-1.3,i,?,-4%,-4%,4%,0.2%
COc1ccc(-n2c(C)nc3c(cnn3-c3ccc(Cl)cc3)c2=O)cc1,18%,?,1.7,i,0%,1%,-19%,-27%,0.0%
CC(=O)c1ccc(NC(=O)C2=CC(c3ccc(C)cc3)=NS(=O)(=O)N2C)cc1,2%,?,.,.,?,.,-11%,-17%,0.0%
O=c1[nH]c(/C=C/c2ccccc2Cl)c([N+](=O)[O-])c(=O)[nH]1,-10%,3%,-0.4,i,5%,-1%,-4%,4%,?
O=C(NCc1ccccc1)C(=O)NCC1COc2ccccc2O1 (stereo not given),12%,3%,1.4,i,-3%,3%,-13%,6%,0.0%
C=CCOc1ccccc1CN1CCCN(C)CC1,-14%,1%,-1.6,i,4%,-18%,4%,1%,-0.2%
O=C(Nc1ccccc1C(F)(F)F)c1cc(-c2ccc(O)cc2)on1,-8%,-19%,0.1,i,-15%,1%,-22%,-48%,0.6%
COc1ccccc1Nc1nc(N)nc(CN2CCN(Cc3ccccc3)CC2)n1,-2%,11%,0.9,i,-1%,0%,12%,-7%,-0.3%
CCn1cc(C(=O)N(CCC(C)C)c2c(N)n(Cc3ccccc3)c(=O)[nH]c2=O)c(=O)c2ccc(C)nc21,9%,4%,-1.4,i,-14%,1%,6%,-9%,2.3%
COc1ccc(C2(c3ccc(OC)cc3)NC(=O)N(CC(=O)Nc3cc(C)on3)C2=O)cc1,4%,3%,-4.2,i,-2%,2%,0%,12%,-0.1%
Cc1ccc(NC(=O)c2ccc(CN3CC(=O)N4CCCCC4C3=O)cc2)cc1C (stereo not given),-13%,7%,.,.,-4%,.,8%,-8%,5.5%
N/C(Cc1ccc([N+](=O)[O-])cc1)=N\OC(=O)CC1CCCCC1,-36%[inhibitor],3%,1.7,i,0%,1%,1%,0%,3.6%
CC(C)(C)c1ccc(S(=O)(=O)N2CCC(CO)(CC3CCCCO3)CC2)cc1 (stereo not given),18%,-1%,1.1,i,?,1%,-10%,-4%,2.8%
Cc1ccc(S(=O)(=O)N2CCN(CC(=O)Nc3ccc(N4CCOCC4)cc3)CC2)cc1C,-1%,-3%,-2.5,i,10%,1%,1%,8%,0.0%
COc1ccc(N2C(=O)C3CCCN3C2=S)cc1 (stereo not given),-2%,-3%,0.5,i,9%,0%,1%,-33%,0.3%
CCCn1c(N)c(N(CCOC)C(=O)c2ccc(N(C)S(=O)(=O)c3ccc(C)cc3)cc2)c(=O)[nH]c1=O,-19%,8%,-8.6,i,-3%,2%,-1%,-65%,1.0%
O=C(Nc1ccc(S(=O)(=O)N2CCCC2)cc1)C1CC(=O)N(CCc2ccc(F)cc2)C1 (stereo not given),-5%,-2%,-4.0,i,-35%,3%,12%,12%,3.7%
O=C(CSc1ccc2nnc(-c3cccnc3)n2n1)Nc1ccccc1,-7%,-14%,-1.1,i,-5%,-8%,2%,-14%,2.3%
CC(C)NC(=O)CSc1nc(N)c(NC(=O)c2ccccc2F)c(=O)[nH]1,2%,1%,0.0,i,-3%,1%,2%,-6%,0.0%[9.22 µM]
CCN1CCN(c2cc(C)c3cc(NC(=S)NCc4cccs4)ccc3n2)CC1,.,-10%,-1.1,i,-5%,-3%,-1%,-36%,8.9%
Cc1ccc(N(CC(=O)NC(C)C)C(=O)CCC(=O)Nc2nccs2)cc1,-13%,-9%,0.4,i,-1%,1%,12%,-18%,0.0%
CCOc1ccc(N(C)S(=O)(=O)c2cc(-c3cc(C)no3)ccc2C(C)C)cc1,4%,?,-1.0,i,?,-2%,14%,-11%,0.4%
O=C(Nc1ccc2c3c(cccc13)CC2)c1ccccc1,9%,.,-1.3,i,-8%,.,.,-25%,13%

# Compound profiles, from the list above. Values in the order: Abeta rescue, Nrf2 block, CCT modulator, Akt phos inh, TGFb inhibitor, MmCpn inh, A549 viability, HepG2 tox, Nrf2 activator
# Cc1ccc(N(CC(=O)NC(C)C)C(=O)CCC(=O)Nc2nccs2)cc1 is listed as -13%, -9%, 0.4, i, -1%, 1%, 12%, -18%, 0.0%
# O=C(CN(c1cccc(Br)c1)S(=O)(=O)c1ccccc1)N/N=C/c1cc([N+](=O)[O-])ccc1O is listed as -4%, 6%, 0.6, i, ?, ., -3%, -47%, -0.6%
# CCCn1c(N)c(N(CCOC)C(=O)c2ccc(N(C)S(=O)(=O)c3ccc(C)cc3)cc2)c(=O)[nH]c1=O is listed as -19%, 8%, -8.6, i, -3%, 2%, -1%, -65%, 1.0%
# O=C(Cc1ccc(Cl)cc1)NC1CC(=O)N(c2ccc3c(c2)OCCO3)C1 (stereo not given) is listed as -6%, ., ., ., -21%, ., 3%, -3%, 0.3%
# COc1ccc(N2CC(C(=O)N/N=C/c3cccs3)CC2=O)cc1 (stereo not given) is listed as -8%, -9%, 0.4, i, 13%, 2%, -1%, 6%, 0.3%

# Additional entries follow.
SMILES,Abeta rescue,Nrf2 block,CCT modulator,Akt phos inh,TGFb inhibitor,MmCpn inh,A549 viability,HepG2 tox,Nrf2 activator
CCN(CC)c1ccc(CN(C(=O)c2cccs2)C2CCS(=O)(=O)C2)cc1 (stereo not given),29%,15%,0.7,i,2%,0%,-2%,-6%,-0.7%
Cc1ccc(NC(=O)CSc2nnc(C)c(=O)[nH]2)cc1C,-11%,1%,0.0,i,-19%,-2%,11%,-4%,-0.7%
Cn1c(O)c(C2=c3ccccc3=NC2=O)sc1=Nc1ccc(Cl)cc1,14%,-20%,0.2,i,1%,-1%,-27%,-2%,12%
Cc1cc(CNC(=O)c2cccc([N+](=O)[O-])c2C)c2ccccc2n1,24%,?,-2.4,i,0%,-1%,-6%,-3%,0.3%
CC1CCCCC1NC(=O)COc1ncnc2sccc12 (stereo not given),2%,12%,-1.0,i,10%,-5%,2%,-1%,-0.8%

# 4 entries picked at random from those above:
SMILES,Abeta rescue,Nrf2 block,CCT modulator,Akt phos inh,TGFb inhibitor,MmCpn inh,A549 viability,HepG2 tox,Nrf2 activator
Cc1cc(CNC(=O)c2cccc([N+](=O)[O-])c2C)c2ccccc2n1,24%,?,-2.4,i,0%,-1%,-6%,-3%,0.3%
Cn1c(O)c(C2=c3ccccc3=NC2=O)sc1=Nc1ccc(Cl)cc1,14%,-20%,0.2,i,1%,-1%,-27%,-2%,12%
CC1CCCCC1NC(=O)COc1ncnc2sccc12 (stereo not given),2%,12%,-1.0,i,10%,-5%,2%,-1%,-0.8%
CCN(CC)c1ccc(CN(C(=O)c2cccs2)C2CCS(=O)(=O)C2)cc1 (stereo not given),29%,15%,0.7,i,2%,0%,-2%,-6%,-0.7%
